Compound activity as filed in PubChem.
Rac1 GTP hydrolysis – MgcRacGAP GTPase-activating activity inhibitors, confirmation, biochemical, ADP Hunter fluorescence. MgcRacGAP-stimulated Rac1 GTP hydrolysis, ADP Hunter fluorescence; higher % means a stronger effect; GST-tagged Rac1 F28L mutant substrate. inhibition, % at 30 µM; hits with a dose series show IC50 in µM. hit rate 0.6% among 340,000;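 active = first-screen hits whose inhibition reached a set limit at any dose in the follow-up dose series; inconclusive = inhibition above the set first-screen limit but never retested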;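 note: fluorescence reports GDP produced by GAP-driven GTP hydrolysis; strong numbers were not always called active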
GPR55 antagonists – GPR55 antagonists blocking LPI-driven arrestin recruitment, primary screen, imaging, U2OS, beta-arrestin-GFP, LPI agonist (AID 2013); U2OS GPR55 beta-arrestin-GFP translocation imaging, LPI antagonism; higher % means a stronger effect; G-protein coupled receptor 55 (Homo sapiens); hit rate 0.13% among 290,000; inhibition, % at 10 µM, or IC50 in µM where a hit was titrated;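 active = spots per cell inhibited over 60%, with over 100 cells counted and total cytoplasm intensity under 500,000; inconclusive = wells with under 100 cells, flagged as likely toxic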;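 note: U2OS cells stably carrying GPR55 and arrestin-GFP stimulated by 5 µM LPI near EC80; imaged beta-arrestin-GFP aggregate spots per cell after agonist stimulation; plate controls were LPI-stimulated DMSO wells for no effect and DMSO wells without LPI for full effect; some results filed as inactive read as strong as hits; confirmed hits need IC50 under 10 µM and bright autofluorescent wells are also inconclusive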
SV40 large T antigen – SV40 large T antigen inhibitors, biochemical (AID 1903). SV40 large T antigen ATPase/helicase inhibition assay; higher % means a stronger effect. inhibition, % at 20 µM, or IC50 in µM where a hit was titrated. hit rate 0.39% among 310,000; in the data active = a potency from the dose series; inconclusive = inhibition mostly from about 32% at the one dose, without a potency; inactive = the rest, 99 in 100 with inhibition below about 32%; note: strong numbers were not always called active
HIV fusion peptide – inhibitors of HIV fusion peptide binding, primary screen, biochemical, uHTS, fluorescence dequenching (AID 1986); one-dose inhibition, % at 20 µM; IC50 in µM for titrated hits; hit rate 0.3% among 290,000; cell-free peptide binding, fluorescence dequenching, 30 min; higher % means a stronger effect; in the data active = inhibition mostly above about 52%, no sharp cut-off; inactive = mostly below about 76%; note: some results filed as inactive read as strong as hits
UTI89 phage lysis – inhibition of K1F phage lysis, E. coli UTI89, bacterial capsule biogenesis inhibitors, alamar blue (AID 488966). E. coli UTI89 K1F phage lysis, alamar blue, 2 h; higher % means a stronger effect. inhibition, % at 100 µM; hits with a dose series show IC50 in µM. hit rate 0.02% among 340,000;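 active = phage lysis inhibition, versus mean bacterial control, above a set limit; inconclusive = no clear call, values can overlap the other calls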;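 note: capsule biogenesis inhibitors block K1F phage lysis so surviving cells raise fluorescence; higher fluorescence means more inhibition of phage lysis; actives were called in the ten point dose series up to 300 µM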
RSV antiviral HEp-2 – RSV antiviral activity via CPE protection, HEp-2 cells, primary 10 µM value included (AID 2391) | CPE inhibition, % at 10 µM; hits with a dose series show IC50 in µM | hit rate 0.13% among 310,000 | HEp-2 cells, RSV-induced CPE inhibition; higher % means a stronger effect; in the data active = a potency from the dose series; inconclusive = CPE inhibition mostly from about 23% at the one dose, without a potency; inactive = the rest, 99 in 100 with CPE inhibition below about 21%; note: strong numbers were not always called active
GPR35 antagonists – GPR35 antagonists blocking zaprinast-driven arrestin recruitment, primary screen, imaging, U2OS, beta-arrestin-GFP, zaprinast agonist (AID 2058); U2OS GPR35 beta-arrestin-GFP translocation imaging, zaprinast antagonism; higher % means a stronger effect; inhibition, % at 10 µM; hits with a dose series show IC50 in µM; hit rate 0.052% among 290,000;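 active = inhibition of at least 50% with at least 30 cells and total cytoplasm GFP at most 10,000,000; inconclusive = under 30 cells or total GFP of 10,000,000 plus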
Salmonella PhoP GFP – inhibitors of PhoP regulon expression, primary screen, Salmonella Typhimurium, GFP reporter (AID 1863); hit rate 0.16% among 300,000; S. Typhimurium PhoP-regulated promoter GFP reporter, 4 h; higher % means a stronger effect; inhibition, % at 50 µM; hits with a dose series show IC50 in µM;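 active = inhibition over 29.93%, a cutoff 3 SD above the screen mean, later confirmed by dose response; inconclusive = inhibition over 29.93% but no dose response follow-up; inactive = inhibition at most 29.93% or unconfirmed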;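 note: 0% = low Mg2+ inducing control and 100% = high Mg2+ repressing control; strong numbers were not always called active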
NS5 inhibitors – Dengue-2 NS5 methyltransferase inhibitors, primary screen, biochemical, confirmation dose response (AID 588689) | Genome polyprotein (Dengue virus type 2 (strain 16681-PDK53)) | Dengue-2 NS5 methyltransferase capping enzyme assay, biochemical; higher % means a stronger effect | inhibition, % at 25 µM, or IC50 in µM where a hit was titrated | hit rate 0.3% among 340,000; in the data active = a potency from the dose series; inconclusive = inhibition above about 29% without an active follow-up result
* hit, by the source's call; ? = inconclusive; / = not tested or not shown; [ ] = dose if it differs, or a comment.

SMILES | Rac1 GTP hydrolysis | GPR55 antagonists | SV40 large T antigen | HIV fusion peptide | UTI89 phage lysis | RSV antiviral HEp-2 | GPR35 antagonists | Salmonella PhoP GFP | NS5 inhibitors
CC(C)C(=O)Nc1csc(C(F)(F)F)c1-c1ccccc1 | 8% | 2% | 3% | 1.7% | 1.0% | 1.5% | 11% | -6% | -1%
O=C1C/C(=C\c2c(F)cccc2Cl)N2CCC1CC2 | 3% | 12% | 23% | -0.1% | 0.0% | 1.6% | 13% | 8% | -8%
CCCCn1c(N)c(N(CC)C(=O)c2cc(OC)cc(OC)c2)c(=O)[nH]c1=O | 2% | -2% | 13% | -1.0% | 0.7% | 1.9% | 2% | 2% | -4%
Cc1ccc(C(=O)NC2CCc3ccccc3C2=O)cc1 (configuration not stated) | 5% | 4% | 9% | -1.5% | 0.2% | 1.4% | 4% | 3% | 2%
CN(C)C(=O)c1cc(Cl)ccc1Sc1cc(Cl)ccc1Cl | 12% | 26% | 9% | -0.9% | 0.2% | 3.0% | 8% | 5% | -1%
CC(=O)c1cc(-c2ccccc2)n(CCC(=O)NC2CCCCCC2)c1C | 7% | 9% | 12% | 0.1% | 2.6% | 2.7% | -13% | -2% | -1%
CNC(=O)c1ccc(-c2ccccc2)s1 | 15% | 8% | 11% | 1.2% | 0.8% | 1.8% | -9% | 0% | 1%
CCCN1CCC(=O)N([C@H](CSc2ccc(C)cc2)CC(C)C)CC1 | 7% | 3% | / | -1.0% | 0.5% | / | -1% | -7% | 1%
O=[N+]([O-])c1cc(Cl)ccc1Oc1ccc(-c2nnco2)cc1 | 6% | -2% | 11% | -2.4% | 0.2% | 0.8% | -11% | 2% | 2%
COc1ccc(NC(=S)NCc2cccn2C)cc1 | 6% | -14% | 7% | -0.8% | 0.4% | 4.5% | -6% | -4% | -11%
CCOC(=O)c1sc2nc(C3CC3)cc(-c3ccc(F)cc3)c2c1N | 5% | 13% | -2% | -0.9% | 4.5% | 2.1% | 6% | 2% | 6%
O=C(Cc1c(C(=O)O)[nH]c2ccc(Cl)cc12)Nc1ccc2c(c1)OCCO2 | 4% | -4% | -1% | 2.4% | 0.0% | 0.6% | 14% | 4% | 11%
C#CCOCCOCCOCCNc1nc(N2CCN(C(=O)Cn3cc(CCCCN)nn3)CC2)nc(N2CCN(C(=O)Cn3cc(CCCCN)nn3)CC2)n1 | 7% | 3% | 12% | -2.9% | -0.4% | -1.6% | 8% | 2% | 6%
COCCNC(=S)N1CCN(C/C=C/c2ccccc2)CC1 | -8% | -3% | 12% | 1.0% | 1.1% | -0.8% | -9% | -2% | -2%
CCn1c(-c2cccnc2)n[nH]c1=S | 5% | -18% | 7% | -3.0% | 4.1% | 0.9% | 2% | 1% | -7%
Cc1ccc2nc(Nc3nc(CSc4nnc(C)s4)cc(=O)[nH]3)nc(C)c2c1 | 3% | 8% | 9% | -1.8% | 0.9% | 10% | -8% | -2% | -6%
CN1CCN(C(=O)/C(=C/c2ccc(F)cc2)c2ccsc2)CC1 | 7% | 1% | -2% | -2.4% | 0.0% | 0.1% | 3% | -5% | -14%
CCCCn1c(N)c(N(CCC(C)C)C(=O)COC(=O)c2cccnc2OCC)c(=O)[nH]c1=O | 4% | / | / | / | 0.5%[50 µM] | 0.1% | / | / | -4%
CCOC(=O)C1=C(O)CSC1=Nc1ccc(C)cc1 | 7% | 8% | 22% | -1.6% | 0.3% | 0.9% | -6% | 4% | -13%
O=C(Nc1cccnc1)c1ccc(-c2ccccc2)cc1 | 2% | 4% | 9% | 12% | 0.0% | 9.9% | 17% | 8% | -1%
Cc1ccc(NC(=S)Nc2ccc3cn[nH]c3c2)cc1 | 14% | 8% | 14% | 5.3% | 0.3%[50 µM] | 0.4% | 2% | 21% | 3%
O=C(CCS(=O)(=O)c1ccc(Br)cc1)N1CCN(c2ccccc2)CC1 | -2% | -1% | 2% | 5.7% | -0.3% | 0.3% | -2% | -1% | 15%
CCN(CC)C(=O)c1ccc(COc2ccccc2Br)o1 | 13% | -1% | 1% | -0.8% | 1.3% | 3.0% | -1% | 0% | 3%
C#CCOc1ccccc1/C=N/NC(=O)c1ccccc1OCc1ccccc1 | 4% | -1% | 5% | 1.2% | 0.5%[50 µM] | 1.7% | 13% | -3% | -6%
COc1ccc(/C(C)=N/NC(=O)CNC(=O)CCc2ccccc2)c(OC)c1 | 5% | -12% | 7% | -0.7% | 0.4% | 4.6% | 4% | -3% | 3%

Laid out differently: results already given
Order of values – Rac1 GTP hydrolysis | GPR55 antagonists | SV40 large T antigen | HIV fusion peptide | UTI89 phage lysis | RSV antiviral HEp-2 | GPR35 antagonists | Salmonella PhoP GFP | NS5 inhibitors
CCCCn1c(N)c(N(CC)C(=O)c2cc(OC)cc(OC)c2)c(=O)[nH]c1=O
    2% | -2% | 13% | -1.0% | 0.7% | 1.9% | 2% | 2% | -4%
Cc1ccc(C(=O)NC2CCc3ccccc3C2=O)cc1 (configuration not stated)
    5% | 4% | 9% | -1.5% | 0.2% | 1.4% | 4% | 3% | 2%

(listing goes on)
SMILES | Rac1 GTP hydrolysis | GPR55 antagonists | SV40 large T antigen | HIV fusion peptide | UTI89 phage lysis | RSV antiviral HEp-2 | GPR35 antagonists | Salmonella PhoP GFP | NS5 inhibitors
CCOC(=O)CC(=O)Nc1cc(Cl)ccc1O | 8% | 3% | 1% | 0.2% | 13% | 0.8% | 5% | 7% | 0%
CCOc1ccc(-c2c(C(=O)N/N=C(\C)c3cccs3)nnn2-c2nonc2N)cc1 | 0% | 14% | 8% | 5.2% | 0.0% | 0.3% | 0% | 4% | -5%
O=C(CSc1nc2ccc([N+](=O)[O-])cc2[nH]1)NC1CCCCC1 | 8% | 13% | 7% | -2.3% | -1.6% | -1.4% | -2% | -16% | -5%
CCOc1cc([N+](=O)[O-])cc(/C=N/NC(=O)c2c(-c3ccccc3)noc2C)c1O | 9% | 5% | 9% | 8.3% | -1.3%[50 µM] | 10% | 1% | 6% | -8%
COc1ccccc1/C=C/C=N/NC(=O)CCn1nnc2ccccc21 | 1% | 1% | 11% | -0.1% | -0.3% | 0.8% | 3% | -11% | -3%
O=Cc1cccn1-c1c(C(=O)O)cnn1-c1ccccc1 | 11% | 2% | 3% | 4.6% | 0.2% | 3.0% | 5% | -12% | -17%
Cc1ccccc1NC(=S)N(Cc1ccccc1)Cc1cccnc1 | -9% | 16% | 7% | -1.9% | 0.9% | -2.5% | -11% | 1% | -4%
CCCNC(=O)C(Cc1cccc(C#N)c1)NC(=O)c1ccc(C#N)cc1 (configuration not stated) | 5% | / | / | / | 0.0% | 1.3% | / | / | 0%
Cc1ccc(CNC(=S)NC2CCCCC2)cc1 | 5% | -2% | 12% | -1.2% | 0.5%[50 µM] | -0.2% | -8% | 3% | -7%
Cc1ccc(-n2nnc3c(=O)n(Cc4ccccc4C)cnc32)cc1 | 8% | 12% | 6% | 3.3% | 0.9% | 0.5% | 2% | -2% | -2%
CN(C(=O)CCS(=O)(=O)c1ccc2c(c1)oc(=O)n2C)C1CCCCC1 | 5% | 10% | 7% | 1.3% | 0.0% | 1.1% | 11% | -1% | 13%
Cc1ccc(-c2cc(C(F)(F)F)n3nc(C(=O)Nc4c(C)n(C)n(-c5ccccc5)c4=O)cc3n2)cc1 | 0% | 7% | 20% | -1.3% | 4.1% | 16% | 6% | 6% | -3%
CCOC(=O)N1CCN(C(=O)c2ccc(CN(c3ccc(C)c(C)c3)S(C)(=O)=O)cc2)CC1 | 6% | -9% | 6% | -0.7% | -0.1% | 16% | -12% | -2% | -6%
CC(C)N(c1ccccc1)c1ccc(NC(=S)NCCN(C)C)cc1 | 70% | 4% | 17% | -0.8% | 0.8% | -2.5% | -6% | -7% | -5%
COc1ccc(-c2nc3c(s2)CCc2onc(-c4ccc(OC)cc4)c2-3)cc1 | 11% | -30% | 15% | 1.9% | 0.9% | -0.4% | 3% | 8% | 1%
CCN(CC)C(=O)CSc1nc2ccccc2c(=O)n1-c1ccccc1OC | -10% | 4% | 0% | -1.2% | 2.0%[50 µM] | 0.7% | 1% | 14% | -11%
Cc1ccc(-c2nn(-c3ccccc3)cc2/C=N/NC(=O)c2ccc(Br)o2)cc1 | 11% | 6% | 6% | 2.5% | 1.2% | ? | 0% | 25% | -2%
CC(C)(CO)N1CCN(C(=S)Nc2ccccc2)CC1 | 2% | 4% | -1% | 0.8% | 0.1% | 3.1% | -3% | -1% | -1%
CCCCNc1ccc(C(CC(N)=O)NC(=O)c2ccccc2)cc1[N+](=O)[O-] (configuration not stated) | 10% | 1% | 6% | 0.3% | 1.1% | 0.1% | 0% | 6% | 2%
Cc1nc(-c2c(C(F)(F)F)noc2-c2ccc(O)cc2O)cs1 | 4% | 13% | 2% | 2.3% | 2.9% | 0.9% | -6% | -2% | 0%
Cc1cc(C)c2c(n1)nn1c(N3CCN(c4ccccc4)CC3)cc(C)nc21 | -2% | 23% | 3% | -2.3% | -0.5% | -0.7% | 3% | 9% | 10%
CCCCCCCCCCn1ccc(=N)cc1 | 7% | -17% | -16% | -1.3% | 6.2% | / | 8% | / | -5%
COc1ccc(C(=O)NCc2nnc(SCC(=O)N3CCc4ccccc43)n2Cc2ccccc2)cc1 | 12% | 12% | 8% | 1.2% | 1.4% | 0.8% | -6% | 4% | 3%
CC(=O)c1ccc([C@@H]2C[C@]34CN(Cc5cccc(C(F)(F)F)c5)S(=O)(=O)[C@H]3C[C@H]2O4)cc1 | 6% | -5% | 21% | 1.4% | 14% | 0.4% | -13% | 6% | 0%
COc1cc(NC(=O)CCC(=O)O)nc(OC)n1 | -3% | -1% | 17% | 1.9% | -0.5% | 1.1% | 19% | 11% | -7%
COc1ccc(OCCSc2nc3nc(C)cc(C)n3n2)cc1 | 2% | 5% | 0% | 0.1% | 0.6% | 0.4% | -5% | -2% | -6%
N/C(=N\N=C\c1cccc(O)c1)c1nonc1N | 7% | -2% | 19% | -1.3% | -1.2% | 22% | -16% | 2% | -6%
